Screening results: PubChem BioAssay, several laboratories
RSV antiviral HEp-2: RSV antiviral activity via CPE protection, HEp-2 cells, primary 10 µM value included (AID 2391); CPE inhibition, % at 10 µM, or IC50 in µM where a hit was titrated; 0.13% of 310,000 active; HEp-2 cells, RSV-induced CPE inhibition; higher % means a stronger effect; in the data active = a potency from the dose series; inconclusive = CPE inhibition mostly from about 23% at the one dose, without a potency; inactive = the rest, 99 in 100 with CPE inhibition below about 21%; also: strong numbers were not always called active
human PMI inhibition: inhibitors of human PMI, primary screen, biochemical, fluorescence intensity, coupled assay (AID 1209); 0.42% of 190,000 active; inhibition, % at 20 µM; hits with a dose series show IC50 in µM; Mannose-6-phosphate isomerase (Homo sapiens); purified PMI enzyme, coupled fluorescence intensity; higher % means a stronger effect;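 also: plate controls were DMSO vehicle for no effect and wells lacking substrate for full effect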
WT yeast gro inh: growth inhibition of WT strain, primary screen, mitochondrial fusion inhibitor project, WT and mutant strains, chemical genetic. mitochondrial fusion phenotypic screen. inhibition, % at 10 µM. 2.1% of 190,000 active. AID 1362, 2008; in the data active = inhibition above about 58%; tested in S. cerevisiae
Siah-1 displacement: Siah-1 peptide-binding antagonists, primary screen, biochemical, fluorescence polarization, rhodamine-plectin, uHTS (AID 1817); E3 ubiquitin-protein ligase SIAH1 (Homo sapiens); Siah-1 / rhodamine-plectin peptide fluorescence polarization; higher % means a stronger effect; displacement, % at 20 µM; hits with a dose series show IC50 in µM; 0.02% of 290,000 active;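 active = displacement of at least 50% at 20 µM, with a fluorescence ratio check between 0.3 and a set limit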;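 also: plate controls were Siah plus tracer with DMSO for no effect and tracer alone without Siah for full effect; strong numbers were not always called active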
TNAP activators: human TNAP enzyme activators, primary screen, biochemical, luminescent, no phosphate acceptor, uHTS (AID 1001); purified TNAP, luminescent activation assay, no phosphate acceptor; higher activation fold means a stronger effect; activation fold at 20 µM, or EC50 in µM where a hit was titrated; 0.03% of 200,000 active; in the data active = activation fold from about 3, or a potency from the dose series; inactive = the rest, 99 in 100 with activation fold below about 1.6; also: many of its hits are not listed in these tables
PMI inhibition: human PMI inhibitors, high substrate, primary screen, biochemical, fluorescence intensity, high mannose 6-phosphate (AID 1220). Mannose-6-phosphate isomerase (Homo sapiens). 0.66% of 190,000 active. recombinant PMI enzyme, coupled fluorescence intensity; higher % means a stronger effect. inhibition, % at 20 µM; hits with a dose series show IC50 in µM
PhoP inhibition: inhibitors of PhoP regulon expression, primary screen, Salmonella Typhimurium, GFP reporter (AID 1863). S. Typhimurium PhoP-regulated promoter GFP reporter, 4 h; higher % means a stronger effect. one-dose inhibition, % at 50 µM; IC50 in µM for titrated hits. 0.16% of 300,000 active;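 active = inhibition over 29.93%, a cutoff 3 SD above the screen mean, later confirmed by dose response; inconclusive = inhibition over 29.93% but no dose response follow-up; inactive = inhibition at most 29.93% or unconfirmed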;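 also: 0% = low Mg2+ inducing control and 100% = high Mg2+ repressing control; strong numbers were not always called active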
XIAP antagonists: XIAP antagonists, biochemical, IAP family, fluorescence polarization (AID 1018). displacement, % at 20 µM, or IC50 in µM where a hit was titrated. E3 ubiquitin-protein ligase XIAP (Homo sapiens). 0.007% of 200,000 active. XIAP BIR domain, fluorescence polarization peptide displacement; higher % means a stronger effect; in the data active = displacement above about 50%; also: a part of the inactive calls stands beside numbers as strong as those of hits
Myeloid diff MLP: induction of myeloid progenitor differentiation, primary screen, cell-based, flow cytometry, MLPCN library | calls only at 10 µM | ER-HoxA9 myeloid progenitors, lysozyme-GFP differentiation | 1% of 360,000 active;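 active = normalized GFP-positive differentiation at or above the plate's own cutoff, the solvent-only control mean plus 3 SD; inconclusive = no clear call, values can overlap the other calls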;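 also: cells exposed to compound for four days before flow analysis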
WT yeast gro inh mutant strain: further read-out of WT yeast gro inh, marked with its call; inhibition, %; mitochondrial fusion phenotypic screen, mutant strain inhibition
Myeloid diff MLP GFP+ MAC1+ %: recorded beside Myeloid diff MLP, whose call it bears; GFP+ MAC1+ double positive, %; measured here: differentiation confirmed by MAC1 staining
The depositor's hits bear a star; i = inactive; ? = inconclusive; . = no result given; + = active, no number. Rule as the data show it, unless noted: active = inhibition above about 50%; inactive = the rest.

Results follow in this order: XIAP antagonists	Myeloid diff MLP	WT yeast gro inh	Siah-1 displacement	PMI inhibition	human PMI inhibition	WT yeast gro inh mutant strain	Myeloid diff MLP GFP+ MAC1+ %	PhoP inhibition	RSV antiviral HEp-2	TNAP activators
1: Cc1ccc(NC2c3ncccc3C(=O)N2C2CCCCC2)cc1C (stereo not given)
→ -2.5%	i	-29	3%	13%	20%	-11	9.7	-9%	-1.0%	1
2: CCc1c(C)sc(NC(=O)OC)c1C(=O)N1CCCCC1
→ .	i	4	4%	-12%	-7%	-29	4.3	-1%	0.2%	1.1
3: COc1ccc(OCCc2nnc(N)s2)cc1
→ -4.1%	i	11	3%	-9%	-4%	-18	0.6	16%	1.0%	1
4: O=C(NCCN1CCOCC1)c1ccc(/C=C2\Sc3ccccc3N(Cc3ccc(F)cc3)C2=O)cc1
→ .	i	.	14%	.	.	.	0.7	-2%	8.1%	.
5: CC(C)CN(CCNC(=O)CC1Oc2ccccc2NC1=O)CC(C)C (stereo not given)
→ -2.0%	i	-6	-1%	-7%	-2%	-2	4.0	6%	0.6%	1
6: Cc1oc(-c2cccs2)nc1CN1CC[C@@](O)(c2ccccc2)[C@H]2CCCC[C@@H]21
→ -1.4%	i	26	10%	3%	5%	14	0.5	6%	2.2%	1.1
7: CC(C)(C)S(=O)(=O)/C(C#N)=N/Nc1ccc(Cl)cc1
→ -3.4%	i	31	-4%	-1%	-2%	17	0.1	1%	13%	1
8: CCOC(=O)C1=C(CSc2nnnn2C)N(C)C(=O)NC1c1ccccc1 (stereo not given)
→ -0.3%	i	12	1%	-3%	3%	-28	0.9	2%	1.9%	1.1
9: CCOC(=O)Cc1n[nH]c(=O)c2ccccc12
→ -5.7%	i	0	0%	-11%	-10%	4	0.2	-2%	-0.8%	1
10: COc1ccc(S(=O)(=O)NC(C)C(=O)NCc2ccccn2)cc1OC (stereo not given)
→ .	i	.	0%	.	.	.	0.4	4%	1.6%	.
11: CCCCC1CC1C(=O)Nc1ncc2c(n1)CC(C)(C)CC2=O (stereo not given)
→ -1.9%	i	-17	-6%	-6%	3%	-31	0.5	-7%	0.1%	1.1
12: O=C(CSc1nc2ccccc2c(=O)[nH]1)Nc1ccc(N2CCOCC2)c(Cl)c1
→ .	i	.	13%	.	.	.	0.5	1%	3.8%	.
13: COc1cc(/C=N/Nc2nc(C)cc(C)n2)cc(OC)c1OC
→ .	i	.	0%	.	.	.	0.4	3%	0.6%	.
14: O=C(COC(=O)c1ccc(NS(=O)(=O)c2cccs2)cc1)NCC1CCCO1 (stereo not given)
→ -2.6%	i	0	-4%	-18%	-24%	6	0.2	-7%	0.2%	1.1
15: CCCCNC(=O)CCn1c(=O)c2ccccc2n(CC(=O)Nc2ccccc2OCC)c1=O
→ -11%	i	22	2%	11%	12%	8	0.9	-8%	4.9%	1.1
16: COc1ccc(-n2nc(C(=O)O)cc2-c2ccccc2)cc1
→ .	i	.	12%	.	.	.	0.3	-3%	0.1%	.
17: COc1ccc(OC)c(S(=O)(=O)N2CCN(C)CC2)c1
→ -8.9%	i	2	-2%	15%	12%	-1	5.5	-4%	0.8%	1
18: Cc1nnc(SCCn2c(N3CCCCCC3)nc3c2c(=O)[nH]c(=O)n3C)s1
→ -0.7%	i	-24	0%	-9%	-2%	-7	2.2	-12%	0.6%	1.1
19: CC(C)(C)C1CCC(OCC(O)CN2CCN(Cc3ccccc3)CC2)CC1 (stereo not given)
→ -7.5%	i	-28	0%	-16%	-14%	22	0.0	-12%	2.4%	0.9
20: COCCn1cnc2c1c(=O)n(CC(=O)OCC(=O)NCC(F)(F)F)c(=O)n2Cc1ccccc1
→ -8.1%	i	-5	0%	4%	4%	-4	0.6	8%	0.9%	1.2

More entries.
Results follow in this order: XIAP antagonists	Myeloid diff MLP	WT yeast gro inh	Siah-1 displacement	PMI inhibition	human PMI inhibition	WT yeast gro inh mutant strain	Myeloid diff MLP GFP+ MAC1+ %	PhoP inhibition	RSV antiviral HEp-2	TNAP activators
21: COCCN(C(=O)COC(=O)c1ccc(C=O)cc1)c1c(N)n(Cc2ccccc2)c(=O)[nH]c1=O
→ .	i	.	13%	.	.	.	0.2	1%	0.2%	.
22: NC(=O)C1(N2CCCCC2)CCN(C2CC(=O)N(CCc3ccccc3)C2=O)CC1 (stereo not given)
→ -1.8%	i	18	4%	-3%	5%	1	0.3	-3%	1.5%	1.1
23: Cc1ccsc1CN(C)C(=O)CCc1nnc(COc2ccccc2)o1
→ -3.5%	i	-12	1%	.	.	5	0.2	-3%	1.2%	1.1
24: O=C(Cc1cccc(C(F)(F)F)c1)NCC(c1ccco1)N1CCCCC1 (stereo not given)
→ -4.7%	i	-16	-5%	-5%	-6%	10	0.4	1%	-1.1%	1.2
25: O=C(/C=C/c1ccc([N+](=O)[O-])cc1)Nc1cccc(C(=O)Nc2ccccc2C(=O)O)c1
→ .	+	.	-2%	.	.	.	1.7*	-4%	1.4%	.
26: COc1ccc(C(=O)Nc2ccc(C(=O)N3CCOCC3)cc2)cc1OC
→ .	i	.	10%	.	.	.	0.4	7%	1.7%	.
27: COc1ccc(-n2c(O)c(/C=N/NS(=O)(=O)c3ccc(C)cc3)c3ccccc3c2=O)cc1OC
→ -13%	?	-3	-4%	-32%	-52%	-15	.	-13%	1.6%	2.9
28: O=C(CSc1nnc(NC(=O)C2CCC2)s1)Nc1ccccc1Br
→ .	i	.	5%	.	.	.	1.6	-4%	1.6%	.
29: COC(=O)C1=C(C)NC(=O)NC1c1ccc(N2CCC(c3ccccc3)=N2)cc1 (stereo not given)
→ -1.3%	i	10	15%	11%	12%	11	0.2	-16%	1.1%	1.2
30: CN1CCN(c2oc(-c3ccc([N+](=O)[O-])cc3)nc2C#N)CC1
→ .	i	.	-5%	.	.	.	0.3	-3%	-0.1%	.
31: COc1ccc(N2CCN(C(=O)CCn3nnc4ccccc43)CC2)cc1
→ 1.2%	i	-13	1%	11%	8%	-7	1.2	5%	-0.3%	1.1
32: COc1ccc(S(=O)(=O)N2CCN(C(=O)c3oc4ccccc4c3C)CC2)cc1
→ .	i	.	10%	.	.	.	1.2	4%	6.4%	.
33: O=C(CN1CCC(n2nnc3ccccc32)CC1)Nc1ccc2c(c1)CCC2
→ -2.1%	i	14	5%	15%	16%	16	0.6	-2%	44%	1.1
34: CCCNC(=O)c1ccc(Cn2cc(C(F)(F)F)ccc2=O)cc1
→ -7.0%	i	-12	3%	8%	5%	-1	0.4	-6%	1.9%	1
35: COC(=O)C1=C(C)N(Cc2ccccc2)C(=NCc2ccc(OC)cc2)N[C@H]1c1cccc(F)c1
→ .	i	.	3%	.	.	.	1.6	11%	-2.6%	.
36: C=C(C)C(=O)Nc1cccc(C2=NOC3(C2)C[C@@H](C(N)=O)N(C(=O)c2ccc(OC)cc2)C3)c1 (stereo not given in full)
→ .	i	.	-11%	.	.	.	1.5	-7%	39µM*	.
37: C=CCOc1ccccc1CN1CCCCCC1
→ .	i	.	5%	.	.	.	0.7	-1%	1.1%	.
38: c1ccc(-c2cc3n(c2)CCc2ccccc2-3)cc1
→ -5.3%	i	3	5%	-16%	-16%	-8	1.4	1%	3.3%	1
39: CC(C)CNc1oc(-c2ccc(F)cc2)nc1C#N
→ -1.2%	i	20	1%	13%	13%	11	1.7	3%	5.8%	1.1
40: CC(C)NC(=O)c1cccc(Cn2cc(Cl)cn2)c1
→ -7.0%	i	20	4%	7%	7%	19	0.9	-4%	0.6%	1.1

Continued.
Results follow in this order: XIAP antagonists	Myeloid diff MLP	WT yeast gro inh	Siah-1 displacement	PMI inhibition	human PMI inhibition	WT yeast gro inh mutant strain	Myeloid diff MLP GFP+ MAC1+ %	PhoP inhibition	RSV antiviral HEp-2	TNAP activators
41: O=C(Nc1ccc(N2CCOCC2)c(F)c1)c1cccs1
→ .	i	.	7%	.	.	.	0.9	-4%	1.1%	.
42: O=C(NCc1cccnc1)c1ccc(Cl)c(Cl)c1
→ -4.3%	i	-7	0%	3%	2%	-10	1.0	10%	2.2%	1.1
43: OCc1cn(-c2ccccc2)nn1
→ -5.4%	i	6	4%	-2%	-3%	-1	0.2	4%	3.5%	1.1
44: Cc1oc(-c2ccc(C(F)(F)F)cc2)nc1CN(Cc1ccccn1)C[C@@H]1CCC(=O)N1
→ -6.8%	i	1	1%	3%	4%	-2	0.3	7%	2.6%	1
45: Cc1c(NC(=O)CSc2ncnc3ccccc23)c(=O)n(-c2ccccc2)n1C
→ -12%	i	-1	-2%	13%	7%	13	1.7	-2%	0.1%	1.1
46: Cn1cccc1C(=S)N1CCOCC1
→ -2.5%	i	-1	1%	-6%	-2%	17	0.2	-4%	1.1%	1.1
47: OC(CCCN1CCCCC1)(c1ccccc1)c1ccccc1
→ -10%	i	0	0%	0%	-2%	-16	2.4	5%	-1.8%	1.1
48: O=S(=O)(Nc1cccnc1)c1ccc(Cl)cc1
→ -4.8%	i	0	1%	1%	10%	-19	1.6	11%	7.0%	0.9
49: CCOC(=O)C1C(=O)CC(C)(O)C(C(=O)OCC)C1c1ccc(Br)cc1 (stereo not given)
→ -6.2%	i	-14	-4%	26%	1%	-21	0.4	-1%	2.2%	1
50: O=C(/C=C/c1c(Cl)nc2ccccn12)Nc1ccc(F)cc1
→ -1.7%	i	2	3%	-4%	-4%	0	0.3	11%	3.0%	1.1
51: CCC(=O)N1CCC(C(N)=O)(N2CCCCC2)CC1
→ -2.2%	i	-1	-1%	0%	4%	-7	0.5	-2%	1.8%	1.1
52: O=C(Nc1nc(-c2ccccc2)cs1)C1CCCO1 (stereo not given)
→ -8.8%	i	2	-8%	7%	10%	6	6.5	7%	8.6%	1.1
53: O=c1c2ccccc2n2c(-c3cccc(Cl)c3)nnc2n1Cc1ccccc1
→ -5.7%	i	-8	-3%	-4%	6%	-5	0.4	-15%	2.1%	1

In another format: entries from further up.
11. CCCCC1CC1C(=O)Nc1ncc2c(n1)CC(C)(C)CC2=O (stereo not given)
  XIAP antagonists = -1.9% | Myeloid diff MLP = i | WT yeast gro inh = -17 | Siah-1 displacement = -6% | PMI inhibition = -6% | human PMI inhibition = 3% | WT yeast gro inh mutant strain = -31 | Myeloid diff MLP GFP+ MAC1+ % = 0.5 | PhoP inhibition = -7% | RSV antiviral HEp-2 = 0.1% | TNAP activators = 1.1
43. OCc1cn(-c2ccccc2)nn1
  XIAP antagonists = -5.4% | Myeloid diff MLP = i | WT yeast gro inh = 6 | Siah-1 displacement = 4% | PMI inhibition = -2% | human PMI inhibition = -3% | WT yeast gro inh mutant strain = -1 | Myeloid diff MLP GFP+ MAC1+ % = 0.2 | PhoP inhibition = 4% | RSV antiviral HEp-2 = 3.5% | TNAP activators = 1.1
28. O=C(CSc1nnc(NC(=O)C2CCC2)s1)Nc1ccccc1Br
  XIAP antagonists = . | Myeloid diff MLP = i | WT yeast gro inh = . | Siah-1 displacement = 5% | PMI inhibition = . | human PMI inhibition = . | WT yeast gro inh mutant strain = . | Myeloid diff MLP GFP+ MAC1+ % = 1.6 | PhoP inhibition = -4% | RSV antiviral HEp-2 = 1.6% | TNAP activators = .
